D2 antagonist – antagonists of human D2 dopamine receptor; P14416; HEK293 TREx D2 cells, calcium flux, dopamine EC80; inhibition, % at 10 µM; 2% of 340,000 active; AID 485344; in the data active means inhibition above about 30%; further: 0% is about no effect
Target sequence (P14416 whole entry, looked up): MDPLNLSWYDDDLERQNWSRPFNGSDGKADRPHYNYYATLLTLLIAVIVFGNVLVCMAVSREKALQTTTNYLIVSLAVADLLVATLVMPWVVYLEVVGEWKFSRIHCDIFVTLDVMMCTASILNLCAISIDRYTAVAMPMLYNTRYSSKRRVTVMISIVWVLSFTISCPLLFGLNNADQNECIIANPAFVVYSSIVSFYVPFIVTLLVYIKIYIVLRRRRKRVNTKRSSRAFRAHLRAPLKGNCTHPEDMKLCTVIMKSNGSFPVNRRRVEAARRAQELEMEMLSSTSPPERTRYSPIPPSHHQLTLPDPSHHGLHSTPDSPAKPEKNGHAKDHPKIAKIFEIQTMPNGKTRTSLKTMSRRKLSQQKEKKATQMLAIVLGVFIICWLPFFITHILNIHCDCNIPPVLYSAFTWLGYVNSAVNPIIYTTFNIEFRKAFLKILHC
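Calcium mobilization kinetics were recorded at 1 s intervals in tetracycline-induced HEK293 T-REx D2 cells, first for 180 s after compound addition and then 180 s after EC80 dopamine.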
D2 agonist – D2 dopamine receptor (human) agonism. P14416. activation, % at 2 µM. HEK293 T-REx D2 cells, calcium flux agonist mode. 0.53% of 340,000 active;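 active means activation over 3 SD above normal in the single-dose calcium agonist read, cut at about 30% in these data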; further: 0% is about no effect
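In this primary screen, compounds producing a positive calcium signal within 180 s of addition to tetracycline-induced, force-coupled HEK293 Trex D2 cells are flagged; cells are dye-loaded with a no-wash calcium kit beforehand.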
RXFP1 antagonist – antagonists of human relaxin receptor RXFP1; Q9HBX9; AID 1259400; 0.59% of 350,000 active; activity change, negative = inhibition, % at 57.5 µM; HEK293-RXFP1, relaxin-stimulated cAMP HTRF, 30 min; hits give low values;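 active means activity change of -60% or lower, but not beyond a set lower limit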; further: on the % scale 0 is the no-effect control and ±100 the full control effect
D1 antag – antagonists of human D1 dopamine receptor | HEK293 TREx D1 cells, calcium flux, dopamine EC80; hits give low values | activity change, negative = inhibition, % at 10 µM | 3.2% of 360,000 active; in the data active means activity change below about -30%; further: on the % scale 0 is the no-effect control and ±100 the full control effect
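Compound effects on dopamine-evoked calcium signalling were measured in tetracycline-induced HEK293 Trex D1 cells. Dopamine at EC80 followed a 180 s compound pre-read, and fluorescence was tracked kinetically for 180 s more.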
D1 ag – agonists of human D1 dopamine receptor; P21728; HEK293 T-REx D1 cells, calcium flux, agonist mode; activation, % at 2 µM; 1% of 360,000 active; in the data active means activation above about 30%; further: 0% is about no effect
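Tetracycline-induced HEK293 TREx D1 cells, force-coupled to calcium signalling, were dye-loaded with a no-wash calcium kit. Compound was pin-added after a 10 s baseline. Fluorescence was read kinetically at 1 cycle/s for 180 s, with calcium rises flagged as agonism.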
RXFP1 ag – activates the human relaxin receptor RXFP1; Potency, µM (series often up to 57.5 µM), for the others: at the top dose activation, hits mostly activators; HEK293T-RXFP1 cAMP TR-FRET, 30 min; response scale: percent of porcine relaxin response, buffer zero; 0.3% of 370,000 active; active means well fitted activation curve with a large enough effect; further: potency means the concentration at half of the fitted maximal effect; on the % scale 0 is the no-effect control and ±100 the full control effect; nearly all actives have a fitted effect of over 60% in size; many of its hits are not listed in these tables
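HEK293 cells stably expressing RXFP1, treated 30 min at 37C with compounds plus PDE4 inhibitor Ro 20174; cAMP measured by HTRF TR-FRET. Normalized to buffer and 29 nM porcine relaxin; EC50 by Hill fit.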
D1 potentiator – potentiators of human D1 dopamine receptor; P21728; HEK293 TREx D1 cells, calcium flux, dopamine EC20 potentiation; potentiation, % at 10 µM; 0.036% of 360,000 active; in the data active means potentiation above about 30%; further: 0% is about no effect
TRHR enhancer – allosterically enhances the human TRH receptor. P34981. TRHR cells, fluo-8 calcium fluorescence, EC20 TRH enhancement. AID 493056. 0.66% of 360,000 active. enhancement, % at 2 µM; in the data active means enhancement above about 30%; further: 0% is about no effect
Target sequence (P34981 whole entry, looked up): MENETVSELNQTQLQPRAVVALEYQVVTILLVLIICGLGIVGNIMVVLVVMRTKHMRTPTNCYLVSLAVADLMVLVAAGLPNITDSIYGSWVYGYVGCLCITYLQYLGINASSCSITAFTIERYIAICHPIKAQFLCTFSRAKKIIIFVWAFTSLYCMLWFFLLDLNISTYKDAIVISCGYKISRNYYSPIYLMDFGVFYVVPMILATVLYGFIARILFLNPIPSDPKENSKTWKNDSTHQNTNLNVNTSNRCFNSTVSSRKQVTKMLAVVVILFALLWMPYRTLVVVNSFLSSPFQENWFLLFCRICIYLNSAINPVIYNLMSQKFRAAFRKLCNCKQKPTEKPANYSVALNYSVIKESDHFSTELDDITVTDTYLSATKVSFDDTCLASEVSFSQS
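TRHR-expressing cells loaded with fluo-8 calcium dye were read kinetically (ex 480/em 530) during compound addition, then stimulated with an EC20 of TRH (10 nM final). Enhancement of the Gq-mediated intracellular calcium response was scored.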
D2 PAM – positively modulates the human D2 dopamine receptor allosterically | HEK293 T-REx D2, calcium flux, EC20 dopamine potentiation | 0.34% of 340,000 active | P14416 | potentiation, % at 10 µM;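 active means potentiation over 3 SD above the plate norm, cut at about 30% in these data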; further: 0% is about no effect
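Tetracycline-induced Hek293 Trex D2 cells, force-coupled to calcium, loaded with no-wash calcium dye. Compound added with 180 s kinetic read for agonism, then EC20 dopamine and a further 180 s read for potentiation.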
* = called active by the depositor; . = no result given; & = joins results of further samples. Some of the compounds tested; the hit share may differ from the screen's.

#1 Cc1cc(OCc2cc(C(=O)NCc3cc(C(C)C)no3)no2)cc(C)c1Cl
#2 Cc1ccc(N2C(=O)CC(Sc3nccc(C)n3)C2=O)cc1 (stereo not drawn)
#3 CCOc1ccccc1N1C(=O)CC(Sc2nccc(C)n2)C1=O (stereo not drawn)
#4 OC(Cn1nnc2ccccc21)Cn1c(C(F)(F)F)nc2ccccc21 (stereo not drawn)
#5 CCCCN(C)C(=O)C1CCN(Cc2cccc(OCc3ccccc3)c2)CC1
#6 O=C(NNC(=S)Nc1ccc(F)cc1F)c1ccco1
Screen / compound no.	1	2	3	4	5	6
D2 antagonist	-30	8	.	-5	-13	3
D2 agonist	-0.5	-0.2	.	-0.2	0.2	0.4
RXFP1 antagonist	-19	5	4	-13	-8	9
D1 antag	-14	2	0	-23	15	3
D1 ag	13	1	1	9	15	5
RXFP1 ag	-0.1%	9.6%	2.2%	0.8%	-2.1%	2.5%
D1 potentiator	-3	-1	-1	-10	1	-6
TRHR enhancer	4	-2	-3	10	0	-4
D2 PAM	-1	12	.	-4	-25	0

#7 COc1ccccc1CCNC(=O)CC1C(=O)NCCN1CCCc1ccccc1 (stereo not drawn)
#8 CCCCOC(=O)CCN1C(=O)/C(=C2\SC(=S)N(CCC(=O)OCCCC)C2=O)SC1=S
#9 COc1ccccc1C(=O)NC1CCN(C(=O)Nc2ccc(C)cc2)CC1
#10 CC(=O)C1=C(NC(=O)c2ccc(F)cc2)CC2C1C2(C)C (stereo not drawn)
#11 O=C(Oc1cccc(/C=N/Nc2nc(Nc3ccccc3)nc(N3CCOCC3)n2)c1)c1ccco1
#12 CC(=O)N1CCCc2cc(S(=O)(=O)N(C)CC(=O)Nc3ccc(Cl)cc3C)ccc21
Screen / compound no.	7	8	9	10	11	12
D2 antagonist	0	-7	-24	-1	-10	.
D2 agonist	2.3	2.2	-2.1	-1.3	0.1	-0.7
RXFP1 antagonist	3	-2	-8	-15	-10	-6
D1 antag	11	12	-1	-3	2	-18
D1 ag	5	8	1	2	1	7
RXFP1 ag	2.4%	1.2%	1.4%	0.5%	0.1%	0.4%
D1 potentiator	4	-4	-4	0	-6	-4
TRHR enhancer	-3	3	-6	13	0	3
D2 PAM	-8	-8	-3	-2	5	13

By substructure: the compounds so far with an aryl thioether with sulfur outside any ring (two)
#2 Cc1ccc(N2C(=O)CC(Sc3nccc(C)n3)C2=O)cc1 (stereo not drawn)
#3 CCOc1ccccc1N1C(=O)CC(Sc2nccc(C)n2)C1=O (stereo not drawn)
Screen / compound no.	2	3
D2 antagonist	8	.
D2 agonist	-0.2	.
RXFP1 antagonist	5	4
D1 antag	2	0
D1 ag	1	1
RXFP1 ag	9.6%	2.2%
D1 potentiator	-1	-1
TRHR enhancer	-2	-3
D2 PAM	12	.

(further entries)
#13 Cc1cc(-c2ccccc2)nc(N2CCC(C(=O)NC34CC5CC(CC(C5)C3)C4)CC2)n1
#14 O=C(/C=C/c1ccco1)N(Cc1ccccc1F)C1CCS(=O)(=O)C1 (stereo not drawn)
#15 O=C1CCC([N+](=O)[O-])C(c2cccc([N+](=O)[O-])c2)N1 (stereo not drawn)
#16 O=C(CCNC(=O)c1ccc([N+](=O)[O-])cc1)NCCC1=CCCCC1
#17 O=C(O)CCCC(=O)Nc1ccc(Cl)cc1
#18 COc1ccc(OCC(O)CN2CCN(CC(O)COc3ccc(OC)cc3)CC2)cc1 (stereo not drawn)
Screen / compound no.	13	14	15	16	17	18
D2 antagonist	-21	-2	-3	0	10	-9
D2 agonist	0.4	-0.3	1.6	0.1	1.0	-0.4
RXFP1 antagonist	8	6	3	-28	5	0
D1 antag	7	6	-9	-2	-54*	3
D1 ag	4	0	4	0	4	5
RXFP1 ag	0.1%	-0.7%	0.8%	0.6%	-0.3%	0.0%
D1 potentiator	-2	-6	-3	-2	-6	2
TRHR enhancer	0	2	-2	0	10	6
D2 PAM	-8	9	.	3	7	6

#19 Cc1cccc2cc(CN(Cc3nnnn3Cc3ccco3)C3CCCC3)c3nnnn3c12
#20 COc1ccc(NC(=O)CSc2nnnn2-c2ccccc2F)cc1
#21 CCOc1ccc(C2C3=C(CC(C)(C)CC3=O)N(CC(=O)O)C3=C2C(=O)CC(C)(C)C3)cc1OCC
#22 Cc1sc2ncn(CC(=O)NCC(=O)N(C)C3CCCCC3)c(=O)c2c1C
#23 CC(Oc1ccc(Cl)cc1Cl)C(=O)Nc1ccc(O)cc1 (stereo not drawn)
#24 COc1ccc(C2C(C(C)=O)=C(O)C(=O)N2CCO)c(OC)c1 (stereo not drawn)
Screen / compound no.	19	20	21	22	23	24
D2 antagonist	-13	-11	.	12	-19	9
D2 agonist	1.2	-1.4	.	1.0	1.3	0.5
RXFP1 antagonist	-1	-1	1	1	10	-4
D1 antag	7	-27	-2	-34*	-12	-10
D1 ag	3	10	5	0	7	3
RXFP1 ag	2.9%	2.0%	4.8%	5.9%	-4.8%	0.1%
D1 potentiator	3	-4	-2	-3	-6	5
TRHR enhancer	-3	8	7	-3	-5	-1
D2 PAM	-3	13	.	26	9	-2

A draw from above in order of number of heavy atoms, low to high.
#15 O=C1CCC([N+](=O)[O-])C(c2cccc([N+](=O)[O-])c2)N1 (stereo not drawn)
#10 CC(=O)C1=C(NC(=O)c2ccc(F)cc2)CC2C1C2(C)C (stereo not drawn)
#22 Cc1sc2ncn(CC(=O)NCC(=O)N(C)C3CCCCC3)c(=O)c2c1C
Screen / compound no.	15	10	22
D2 antagonist	-3	-1	12
D2 agonist	1.6	-1.3	1.0
RXFP1 antagonist	3	-15	1
D1 antag	-9	-3	-34*
D1 ag	4	2	0
RXFP1 ag	0.8%	0.5%	5.9%
D1 potentiator	-3	0	-3
TRHR enhancer	-2	13	-3
D2 PAM	.	-2	26

New compounds follow:
#25 Cc1cc2cc(CN(Cc3ccco3)S(=O)(=O)c3c(C)ccc4nsnc34)c(=O)[nH]c2cc1C
#26 [O-]c1n[n+](-c2ccc(Cl)cc2Cl)cc2ccccc12
#27 Cc1ccc(C)c(NC(=O)CCN2C(=O)[C@@H]3Cc4ccccc4CN3C2=O)c1
#28 CCC(=O)N1CCc2cc(Br)cc(S(=O)(=O)CCC(=O)Nc3cccc(C)c3C)c21
#29 CCN(CC)C(=O)N1c2ccccc2CC(N(CC)CC)c2ccccc21 (stereo not drawn)
#30 CC(=O)c1ccccc1-c1csc2ncnc(Sc3nnnn3C)c12
Screen / compound no.	25	26	27	28	29	30
D2 antagonist	-2	-3	2	.	.	-9
D2 agonist	0.0	-1.2	0.8	.	.	0.0
RXFP1 antagonist	5	13	3	-17	-40	.
D1 antag	-2	1	-20	6	3	0&7
D1 ag	0	1	2	1	1	0&0
RXFP1 ag	2.1%	-1.4%	0.0%	2.3%	2.9%	0.8%
D1 potentiator	-1	1	3	-1	3	-6&3
TRHR enhancer	-9	0	-1	3	-6	-3&-1
D2 PAM	-3	7	-3	4	.	6

#31 Cc1ccc(C(=O)NC2CCCc3ccccc32)o1 (stereo not drawn)
#32 O=C(Nc1cc(F)ccc1F)c1ccc2c(c1)nnn2C1CCCC1
#33 Cc1cc2c(cc1S(=O)(=O)N(C)CC(=O)Nc1ccc(C#N)cc1)OCC(=O)N2
#34 COC(=O)c1[nH]c2ccc(Br)cc2c1NC(=O)CN1CCN(C2CCCCC2)CC1
#35 O=C1C(C=NCc2cccnc2)=C(O)c2ccccc21
#36 O=C(CSc1nncc(=O)[nH]1)Nc1cccc([N+](=O)[O-])c1
Screen / compound no.	31	32	33	34	35	36
D2 antagonist	9	.	.	10	-1	4
D2 agonist	-0.2	0.1	-0.5	0.3	-0.4	0.7
RXFP1 antagonist	-3	-5	-8	-63*	4	11
D1 antag	1	14	-55*	21	-3	-3
D1 ag	1	5	2	1	2	0
RXFP1 ag	0.5%	0.9%	2.3%	-0.1%	-1.5%	7.3%
D1 potentiator	4	-3	-5	-7	-1	5
TRHR enhancer	-3	-1	-5	1	12	0
D2 PAM	8	9	5	-3	-2	10

#37 CCC1CCCCN1C(=O)Cn1c(=O)n(CCC(=O)NCc2ccco2)c(=O)c2sccc21 (stereo not drawn)
#38 O=C(C1CC1)N1N=C(c2ccc(Cl)cc2)CC1(O)C(F)(F)F (stereo not drawn)
#39 O=C(/C=C/c1ccccc1)N(Cc1cccc(Cl)c1)C1CCS(=O)(=O)C1 (stereo not drawn)
#40 COc1ccccc1NC(=S)NC(=O)/C=C/c1cccs1
#41 COc1cccc(CN2C(=O)CN(C3CCCCC3)C(=O)C2c2ccc(F)cc2)c1 (stereo not drawn)
#42 C=CCn1c(O)c(N=NC(=O)OCC)c2ccccc21
Screen / compound no.	37	38	39	40	41	42
D2 antagonist	-10	-16	10	-14	0	-9
D2 agonist	0.5	1.1	-0.4	0.0	-0.2	4.6
RXFP1 antagonist	5	-20	-6	-22	-10	-12
D1 antag	-2	-3	4	20	-15	-1
D1 ag	1	0	2	3	4	2
RXFP1 ag	1.7%	-3.3%	-9.4%	0.0%	1.3%	0.3%
D1 potentiator	3	1	2	0	-1	-8
TRHR enhancer	-3	14	-5	0	4	-5
D2 PAM	-3	-6	2	7	-4	15

#43 Cn1cnnc1Sc1ccc(C(F)(F)F)cc1[N+](=O)[O-]
#44 Cc1cccc(-c2nc(C(N)=O)c3c(n2)n(-c2ccc4c(c2)OCO4)c(=O)n3C)c1
#45 CCCCn1c(N)c(N(CC(C)C)C(=O)c2ccc(-c3ccc(C(C)=O)cc3)o2)c(=O)[nH]c1=O
#46 CC1CCC(C(=O)NC(C(=O)NCc2ccccn2)C(C)C)CC1 (stereo not drawn)
#47 Cc1cc([N+](=O)[O-])nn1Cc1ccc(C(=O)N/N=C/c2ccccc2)cc1
#48 CCCN1c2cccc3cccc(c23)S1(=O)=O
Screen / compound no.	43	44	45	46	47	48
D2 antagonist	-11	.	0	8	9	-5
D2 agonist	1.2	0.9	-0.5	0.6	-0.5	0.1
RXFP1 antagonist	-10	.	-10	-25	20	-10
D1 antag	-7	11	-5	-13	2	3
D1 ag	0	2	3	-1	1	2
RXFP1 ag	-0.2%	-2.8%	2.9%	0.1%	0.7%	0.9%
D1 potentiator	-7	0	-3	-4	2	-4
TRHR enhancer	6	2	-2	1	-5	0
D2 PAM	4	.	-2	-2	6	-18

Screening data: PubChem BioAssay, National Center for Advancing Translational Sciences (NCATS)
